PAFAH1B3 inh: PAFAH1B3 enzyme inhibitors, primary screen, biochemical, fluorescence polarization, human; AID 492972, 2010; 340,000 compounds, 0.28% hits; recombinant PAFAH1B3, FP-rhodamine probe; inhibition, % at 3.39 µM;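 active = inhibition above the screen-wide average of all tested compounds plus 3 SD, cut at about 25% in these data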;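 also: 0% = enzyme with DMSO only and 100% = wells lacking PAFAH1B3 protein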
pPAFAH inh: pPAFAH enzyme inhibitors, primary screen, biochemical, fluorescence polarization, human; AID 463082, 2010; 330,000 compounds, 1.5% hits; inhibition, % at 3.39 µM; Platelet-activating factor acetylhydrolase (Homo sapiens), Q13093; recombinant pPAFAH, FP-rhodamine probe fluorescence polarization;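 active = inhibition above the mean inhibition across the screen plus 3 SD, cut at about 25% in these data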;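 also: inhibitors block binding of the rhodamine activity-based probe so polarization drops; 0% = enzyme with DMSO and 100% = wells lacking pPAFAH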
Target sequence (Q13093 whole entry, looked up): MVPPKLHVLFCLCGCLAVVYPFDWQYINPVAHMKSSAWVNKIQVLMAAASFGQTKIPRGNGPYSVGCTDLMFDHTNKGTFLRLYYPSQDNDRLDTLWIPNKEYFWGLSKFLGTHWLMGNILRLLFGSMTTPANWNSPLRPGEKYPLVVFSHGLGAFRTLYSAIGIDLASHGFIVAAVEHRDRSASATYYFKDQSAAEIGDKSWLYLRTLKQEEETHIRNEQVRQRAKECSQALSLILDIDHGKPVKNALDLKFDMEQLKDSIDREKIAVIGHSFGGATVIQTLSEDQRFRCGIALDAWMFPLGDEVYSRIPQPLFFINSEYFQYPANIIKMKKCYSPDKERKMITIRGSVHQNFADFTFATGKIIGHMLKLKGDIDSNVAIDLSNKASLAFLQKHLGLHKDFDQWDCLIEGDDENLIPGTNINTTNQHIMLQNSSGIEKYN
EBNA-1 inhibitor: EBNA-1 DNA-binding inhibitors, primary screen, biochemical, fluorescence polarization | inhibition, % at 14.8 µM | 300,000 compounds, 0.34% hits; in the data active = inhibition above about 28%
LYPLA2 inh: LYPLA2 inhibitors, primary screen, counter-screen for PME1 inhibitor project, biochemical, fluorescence polarization, FP-Rh probe ABPP; recombinant LYPLA2; inhibition, % at 5.9 µM; 320,000 compounds, 0.38% hits; Acyl-protein thioesterase 2 (Homo sapiens), O95372; AID 2177, 2009;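 active = inhibition above the screen-wide mean plus 3 SD, limit set per campaign, cut at about 26% in these data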;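 also: 0% = LYPLA2 with DMSO and 100% = wells lacking LYPLA2 enzyme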
Target sequence (O95372 whole entry, looked up): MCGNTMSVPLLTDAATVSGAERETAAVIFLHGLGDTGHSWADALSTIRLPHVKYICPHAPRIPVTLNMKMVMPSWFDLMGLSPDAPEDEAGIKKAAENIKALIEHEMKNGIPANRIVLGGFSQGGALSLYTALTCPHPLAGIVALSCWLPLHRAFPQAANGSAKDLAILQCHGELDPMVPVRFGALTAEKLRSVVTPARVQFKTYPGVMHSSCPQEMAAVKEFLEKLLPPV
PAFAH2 FP inh: PAFAH2 enzyme inhibitors, primary screen, biochemical, fluorescence polarization, human; recombinant PAFAH2, FP-rhodamine activity probe; inhibition, % at 3.39 µM; 340,000 compounds, 0.99% hits; AID 492956, 2010;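 active = inhibition above the mean over all tested compounds plus 3 SD, cut at about 30% in these data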;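 also: inhibitors block probe labeling of enzyme so polarization drops; 0% = enzyme with DMSO and 100% = wells lacking PAFAH2 protein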
ZTA counter: ZTA (EBV) inhibition in EBNA-1 counter-screen; P03206; ZTA-DNA binding, fluorescence polarization; inhibition, % at 11 µM; 320,000 compounds, 0.15% hits; AID 2234; in the data active = inhibition above about 33%
PAFAH1B2 FP inh: PAFAH1B2 enzyme inhibitors, primary screen, biochemical, fluorescence polarization, human; recombinant PAFAH1B2, FP-rhodamine activity probe; inhibition, % at 3.39 µM; 340,000 compounds, 1.2% hits; AID 492953, 2010;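 active = inhibition above the mean of all tested compounds plus 3 SD, cut at about 24% in these data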;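 also: 0% = enzyme with DMSO and 100% = wells lacking PAFAH1B2; many of its hits are not listed in these tables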
Target sequence (P68402 whole entry, looked up): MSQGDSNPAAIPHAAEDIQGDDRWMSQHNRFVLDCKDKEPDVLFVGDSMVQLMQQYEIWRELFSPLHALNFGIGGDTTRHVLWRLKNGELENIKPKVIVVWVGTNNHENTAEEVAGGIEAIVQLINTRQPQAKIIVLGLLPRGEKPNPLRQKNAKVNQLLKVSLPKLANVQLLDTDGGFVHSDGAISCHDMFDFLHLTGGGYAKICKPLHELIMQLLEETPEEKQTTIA
LYPLA1 inh: LYPLA1 inhibitors, primary screen, counter-screen for PME1 inhibitor project, biochemical, fluorescence polarization, FP-Rh probe ABPP; 320,000 compounds, 0.16% hits; inhibition, % at 5.9 µM; AID 2174, 2009; Acyl-protein thioesterase 1 (Homo sapiens), O75608; recombinant LYPLA1;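 active = inhibition above the mean of all tested compounds plus 3 SD, set per campaign, cut at about 14% in these data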;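 also: inhibitors block serine hydrolase probe labeling of LYPLA1 so polarization falls; 0% = enzyme with DMSO and 100% = wells lacking LYPLA1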
PREPL inh: PREPL enzyme inhibitors, primary screen, biochemical, fluorescence polarization; inhibition, % at 5.96 µM; Prolyl endopeptidase-like (Homo sapiens), Q4J6C6; 320,000 compounds, 0.68% hits; recombinant PREPL, fluorescence polarization activity-based probe; in the data active = inhibition above about 43%;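 also: 0% = enzyme with DMSO and 100% = wells lacking enzyme; many of its hits are not listed in these tables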
* marks the source's active call; other numbers are inactive results; nt = not tested or not shown.

SMILES	PAFAH1B3 inh	pPAFAH inh	EBNA-1 inhibitor	LYPLA2 inh	PAFAH2 FP inh	ZTA counter	PAFAH1B2 FP inh	LYPLA1 inh	PREPL inh
Cc1onc(-c2ccccc2)c1C(=O)N1CCC(CO)(Cc2ccccc2)CC1	0	0	2	2	-6	-4	-1	5	16
CCC(=O)c1ccc(OCC(=O)OCC(=O)NCc2cccs2)cc1	11	6	-2	3	-4	-6	0	0	-4
CC1(C)CC(=O)C2=C(C1)N(c1cccnc1)C(N)=C(C#N)C2c1cccs1 (configuration not stated)	8	-3	-9	-3	5	4	3	-3	7
CCc1ccc2[nH]c3nc(SCCN4CCOCC4)nnc3c2c1	7	4	-6	4	-5	1	5	1	2
Cc1ccc(Cc2nnc3n(-c4cccc(C)c4)nc(C(=O)c4ccccc4)n3c2=O)cc1	0	-2	1	-4	-3	-4	-3	-4	4
COc1ccc(NC(=O)c2ccc3c(c2)NC(=O)CS3)cc1S(=O)(=O)Nc1ccc(Br)cc1	-14	-57	1	-118	-17	15	-10	-64	-25
COc1ccc(CN(C)C(=O)c2cc(S(=O)(=O)N3CCCCCC3)ccc2OC)cc1OC	6	1	-2	3	-5	0	-5	-2	10
C/C(=N\Nc1ccccn1)c1ccc(OC(F)F)cc1	5	1	-13	1	-1	-3	2	7	10
CC(=O)Nc1ccc(C(=O)OCC(=O)NCc2cccs2)cc1	1	1	nt	-4	72*	6	-6	0	3
CCOc1ccc(NC(=O)CC2C(=O)N(c3cccc(OC)c3)C(=O)N2CCOC)cc1 (configuration not stated)	-1	0	-4	8	-4	-11	2	0	12
O=C(c1ccc(COc2ccc(Cl)cc2)o1)N1N=C(C(F)F)CC1(O)C(F)F (configuration not stated)	-2	-2	-7	-9	-9	5	21	-7	12
COCC(=O)N1CCCC(C(=O)c2ccc(-c3ccccc3)c(F)c2)C1 (configuration not stated)	7	3	-5	2	-3	4	1	0	11
CCN=C(Nc1ccc2c(c1)OCO2)SC1CC(=O)N(c2ccccc2F)C1=O (configuration not stated)	9	4	7	5	-1	-4	8	-1	17
O=c1[nH]c(CN2CCN(S(=O)(=O)c3ccc4ccccc4c3)CC2)nc2ccccc12	-1	3	84*	5	0	23	-2	3	-3
CCOc1cc(/C=N/NC(=O)c2ccc(=O)n(C)c2)ccc1O	12	3	-1	4	3	12	4	-1	-2
CCOc1cc(/C=N/Nc2nc(N3CCCC3)nc(N3CCCC3)n2)ccc1O	12	0	4	4	-6	-11	-2	-1	6
OCCOCCNc1ncnc2c1c(-c1ccccc1)cn2-c1ccccc1	6	35*	1	10	1	-10	3	3	10
COc1cccc(NC(=O)CN(C)C(=O)c2cc(C)on2)c1	1	6	1	0	4	2	3	-3	-3
N#Cc1ccc(C(=O)Nc2ccc(S(=O)(=O)NC3=NCCCCC3)cc2)cc1	8	-4	-21	4	-8	-7	-3	5	10
Cc1nc(Nc2ccccc2F)c2oc3ccccc3c2n1	6	9	-9	0	-3	-18	7	3	-3
CC1CCN(CC[C@H]2CCCN2S(=O)(=O)c2cccc(O)c2)CC1	0	2	9	4	-6	0	4	4	10
CN(C)CCNC(=O)Nc1ccc(F)cc1F	5	3	9	0	0	6	2	-2	9
CC(C)Oc1ccc(Oc2ccc(C(F)(F)F)cn2)cc1	3	0	-13	-3	1	-9	2	1	15
COc1ccc(CNC(=O)CN(C)S(=O)(=O)c2ccccc2)cc1	1	-3	0	1	2	3	9	2	9

Looked up by compound from the list above (2):
SMILES	PAFAH1B3 inh	pPAFAH inh	EBNA-1 inhibitor	LYPLA2 inh	PAFAH2 FP inh	ZTA counter	PAFAH1B2 FP inh	LYPLA1 inh	PREPL inh
Cc1nc(Nc2ccccc2F)c2oc3ccccc3c2n1	6	9	-9	0	-3	-18	7	3	-3
CN(C)CCNC(=O)Nc1ccc(F)cc1F	5	3	9	0	0	6	2	-2	9

The list goes on.
SMILES	PAFAH1B3 inh	pPAFAH inh	EBNA-1 inhibitor	LYPLA2 inh	PAFAH2 FP inh	ZTA counter	PAFAH1B2 FP inh	LYPLA1 inh	PREPL inh
Cc1cc(-n2c(C)cc(C(=O)COc3ccc([N+](=O)[O-])cc3)c2C)no1	14	4	-14	3	3	-5	4	1	5
O=C(c1ccc(Cl)cc1)c1cnc2ccccn12	-2	4	15	3	-1	18	3	-3	-7
O=C(CN1C(=O)CCC1=O)Nc1ccc(Cc2ccc(NC(=O)CN3C(=O)CCC3=O)cc2)cc1	10	-4	-9	-5	1	-3	4	-1	3
CCN(Cc1cnn(C)c1)C(=O)c1cc(COc2cc(C)c(Cl)c(C)c2)on1	13	3	-5	10	-1	6	5	3	-1
CC(C)c1ccc(C(O)P(=O)(OC2CCCCC2)OC2CCCCC2)cc1 (configuration not stated)	nt	9	-15	-2	nt	-7	nt	2	6
COC(=O)[C@H](C)NC(=O)Nc1ccc(OC(F)(F)F)cc1	0	8	-8	1	-2	-14	-4	0	3
CCCCCCCC(=O)C(C)C(=O)N(C)[C@H](Cc1ccc(OC)cc1)C(=O)N(C)[C@H](C(N)=O)C(C)C (some centres not stated)	0	-2	nt	nt	-2	nt	8	nt	15
O=C(CSc1ccccc1)N1CCC(N2CCC(C(=O)N3CCCC3)CC2)CC1	1	3	11	10	-4	7	-4	0	21
Fc1ccc(Nc2nc(-c3ccncc3)nc3ccccc23)cc1	6	-1	3	-4	-6	6	-15	-2	8
O=C(C[C@H]1C[C@H](C(=O)N2CCOCC2)[C@@]2(CCC3CCCC3)c3[nH]c4cc(-c5ccco5)ccc4c3CCN2C1=O)NCc1cccc(C(F)(F)F)c1	3	7	nt	nt	-1	nt	-2	nt	nt
CCc1ccc(NC(=O)N(C2CCC(C)CC2)C2CCN(C(C)=O)CC2)cc1 (configuration not stated)	3	-1	-18	-4	1	-4	0	0	-9
NCCn1c(-c2ccccc2)cc(C(=O)O)c1-c1ccccc1F	11	9	-2	-4	8	-4	4	-3	3
CSc1nc(C)c(CCOC(=O)c2cccc(C)c2)c(=O)[nH]1	6	-3	8	6	7	-5	2	0	16
O=C(Nc1nc(-c2ccccn2)cs1)c1ccco1	14	11	0	-1	15	-1	6	2	8
Cc1ccc(/C=C2/SC(=S)N(CC(=O)Nc3ncc(Cc4ccc(C)cc4)s3)C2=O)cc1	-8	-3	3	-7	-14	-8	-7	-12	19
COC(=O)c1cc(NC(=O)c2cc(-c3ccccc3Cl)oc2C(F)(F)F)ccc1N1CCOCC1	4	6	6	-5	4	-1	5	-11	8
CCN(C(=O)COC(=O)C1CCN(S(=O)(=O)c2ccc(C)c(C)c2)CC1)C1CCCCC1	7	1	nt	3	-1	-11	5	2	14
COc1ccc(-c2cc(C(F)(F)F)nc(SCC(=O)NCCCN3CCOCC3)n2)cc1	-5	4	0	2	1	-5	2	1	3
Cc1ccc(NC(=O)COC(=O)CCc2nc3ccccc3c(=O)[nH]2)c(Br)c1	4	4	12	-4	0	-7	0	-1	3
Cc1nc2sc(C(=O)O)c(N)c2c2c1COC(C)(C)C2	14	0	-1	-4	-2	9	7	0	6
CCCCC(C(=O)NC(C)(C)C)N(Cc1ccco1)C(=O)c1snc(C(N)=O)c1N (configuration not stated)	7	1	1	3	7	8	3	6	3
Cc1nnsc1-c1nnc(SCC(=O)c2ccc(C#N)cc2)n1C1CC1	2	-6	-3	-5	3	-6	5	0	20
COc1ccc(CCNC(=O)c2ccccc2OCc2ccccc2)cc1	-1	4	-7	-7	6	3	9	-6	-8
Cc1ccc2nc(SCC(=O)N(CC(C)C)c3c(N)n(Cc4ccccc4)c(=O)[nH]c3=O)[nH]c2c1	7	-4	2	-6	6	7	0	-4	-2
CNC(=S)/N=C/NOCc1ccc(Cl)cc1Cl	6	2	6	0	-1	-12	5	-5	-4
O=C(COC(=O)Cc1cccc(C(F)(F)F)c1)NC(=O)NC1CCCC1	15	6	nt	nt	4	nt	1	nt	13
COc1ccc(NC(=O)[C@H](C)NC(=O)[C@@H]2Cc3ccccc3CN2C(=O)OC(C)(C)C)cc1	5	2	7	-3	2	4	8	3	7
Cc1nn(-c2ccccc2)c(C)c1-c1nnc(C(F)(F)F)o1	17	3	11	-2	-5	11	1	2	2
Cc1cc(S(=O)(=O)NC2CCCCC2)ccc1-n1cnnn1	2	-4	-9	-2	7	-4	6	-1	6
CCN(CC)c1cccc(OC(=O)c2cccnc2Cl)c1	6	4	-8	4	5	-3	12	1	3
COc1ccc(OCC(=O)Nc2ccc(N3CCOCC3)cc2)cc1	15	1	11	4	-2	-2	3	0	24
CN(Cc1c(F)cccc1Cl)C(=O)C1=CC=CN2CCS(=O)(=O)N=C12	7	2	nt	nt	5	nt	4	nt	6
CC1CCN(C(=S)NC2CCCCC2)CC1	7	1	6	3	-7	-8	7	0	14
O=C(Nc1cccc(F)c1)C1CCN(S(=O)(=O)c2cnc[nH]2)CC1	-2	0	0	1	5	1	0	-1	-1
COc1ccc(CCNC(=O)c2cc(C3CC3)on2)cc1OC	2	0	-5	2	-5	-7	6	3	18
O=C(CSc1nc(-c2ccccc2)nc2c1CCCC2)N1CCOCC1	3	-3	-11	0	-2	-8	6	2	12
O=C(OCc1cc2ccccc2[nH]c1=O)c1cccs1	7	1	5	2	-4	-8	10	-1	-2
CC1(C)C2CC=C(/C=N/NC(=O)C(N)=O)C1C2 (configuration not stated)	5	2	5	-7	4	8	10	-1	-12
Cc1cccc(NC2SC(=O)NC2=O)c1 (configuration not stated)	9	2	12	3	5	5	6	1	-9
Cc1cc(Cl)ccc1OCC(=O)N1CCCN(C(=O)COc2ccc(Cl)cc2C)CC1	0	18	8	15	3	0	3	1	-5
N#Cc1sc(NCc2ccccn2)nc1Cl	3	4	2	9	-2	-8	-1	3	6
CCc1cc(C(c2ccncc2)N2CCN(C)CC2)c(NC(=O)c2ccccc2)s1 (configuration not stated)	2	8	-4	5	-17	15	11	7	3
O=C(CN1CCC(n2nnc3cc(F)ccc32)CC1)NCc1ccco1	-3	-1	-1	-5	-1	-19	1	-1	13
C(=C\c1ccccc1)/CSc1nnc(-c2cccnc2)n1Cc1ccco1	-1	8	7	5	11	11	2	7	10
COc1ccc(Cl)cc1S(=O)(=O)N1CCC(C(=O)N2CCOCC2)CC1	3	1	-6	-6	4	-12	7	-5	14
CC(Cl)c1cc(-c2ncc(C(F)(F)F)cc2Cl)no1 (configuration not stated)	-5	4	10	-3	1	-1	-1	-3	7
CCOC(=O)CNC(=O)CSc1nnc(-c2ccc(OC)cc2)n1CC	9	6	2	-3	3	3	1	1	2
Cc1cc(OCC(=O)N2CCOCC2)ccc1NC(=O)C1CCCCC1	8	2	4	0	0	-16	5	1	4
CC1(OC(=O)C2CCCC2)C(=O)C=C2C=C(c3ccc(C#N)cc3)OC=C2C1=O (configuration not stated)	6	52*	0	-4	26	-6	1	-3	9
CCCC1C2C(=O)N(c3ccccc3OC)C(=O)C2ON1c1ccccc1 (configuration not stated)	2	11	5	-2	0	2	1	-3	-1
CC(NC(=O)c1cccs1)c1ccccc1 (configuration not stated)	6	2	-5	-4	5	-4	11	-2	-1
COc1ccccc1CNC(=O)c1cnc2ccccn2c1=O	8	6	4	1	7	11	8	0	1
Cc1cc(Cl)c(S(=O)(=O)NCc2cccnc2)cc1OCC(N)=O	6	5	4	5	5	-5	6	-4	23
COC(=O)c1cn(C(=O)c2ccc(Cl)cc2)c2ccccc12	4	1	4	-2	-4	2	3	1	5

Some of the compounds tested; count on the stated rates, not on these rows.
